# Screening data from PubChem.
# KCNH2 3.1 inh: qHTS for Inhibitors of KCHN2 3.1: Mutant qHTS | 340,000 tested, 0.95% active | AID 720553, 2013 | activity change, % (tested at about 1.8 µM) | Potassium voltage-gated channel subfamily H member 2, brain isoform KCNH2 3.1 (human) | U2OS KCNH2 3.1, thallium flux FluxOr; hits give low values;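 active = maximum activity change below -70%; inconclusive = maximum activity change from -70% to -50%; inactive = maximum activity change above -50%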;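 also: thallium influx rate constant from kinetic fluorescence after stimulation buffer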
#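 Measured as rate of thallium-driven FluxOr signal in transduced U2OS cells carrying the 3.1 channel, read kinetically for 2 min upon stimulation; values are rate constants scaled to DMSO control wells.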
# ELG1 DNA repair: qHTS screen for small molecules that inhibit ELG1-dependent DNA repair in human embryonic kidney (HEK293T) cells expressing luciferase-tagged ELG1. AID 504467, 2011. 330,000 tested, 2.3% active. Potency, µM (doses to about 46.1 µM), for inactives: at the highest dose activity change, negative = inhibition, usual class: inhibitors. HEK293T ELG1-luciferase reporter, luminescence, 16 h; DNA damage induced by 5-fluorouridine; active = well fitted inhibition curve with a large enough effect; inconclusive = small, poorly fitted or top-dose-only effect, or effect the other way; also: potency is read from the fitted curve at half-maximal effect; nearly all actives have a fitted effect of over 55% in size
#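 Cells (2,000 per well) received 5-fluorouridine plus test compound or DMSO and were incubated 16 hr at 37 °C, 5% CO2. Luciferase activity was read by luminescence 30 min after ONE-Glo addition; signal suppression marked inhibition of damage-induced ELG1 function.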
# An asterisk follows results filed as active; ? = inconclusive. % is scaled to controls: 0 for no effect and ±100 for the full control effect.
# The line under a structure holds: ELG1 DNA repair, KCNH2 3.1 inh
- Cc1cc(NC(=O)CN2C(=O)NC(C)(c3ccccc3Cl)C2=O)no1 (configuration not stated)
    -2%, 19
- CCC(CO)Oc1cc(NCc2ccc(C(=O)O)cc2)c2ncn(C(C)C)c2c1 (configuration not stated)
    14%, -7
- Cc1cnc(C(=O)OCC(=O)Nc2cccc(C)c2C)cn1
    ?, 10
- CC(C)(O)C#Cc1ccc(CNC[C@H]2O[C@@H](n3cnc4c(N)ncnc43)[C@H](O)[C@@H]2O)s1
    ?, 1
- CC(C)[C@H]1COCCS(=O)(=O)N1Cc1ccccc1-c1ccc(F)cc1
    2%, -14
- COCC(=O)N(C)C[C@H]1N[C@@](Cc2ccccc2)(C(=O)OC)[C@H]2C(=O)N(C)C(=O)[C@@H]12
    12%, 6
- CN1CC(=O)N2[C@H]3c4ccccc4OC[C@@H]3[C@H](c3ccccc3)[C@]2(C)C1=O
    6%, 4
- CSc1nc(N)nc2c1ncn2CC(=O)Nc1ccc(C)c(C)c1
    6.5µM*, -40
- CCOC(=O)C1=CN(Cc2cccc(F)c2)S(=O)(=O)N(C)C1c1ccccc1 (configuration not stated)
    -7%, 12
- CCC(CO)Oc1cc(NCc2ccc(C)cc2)c2ncn(C(C)C)c2c1 (configuration not stated)
    -2%, 9
- Cc1ccc(NC(=O)CN(C)C(=O)Cn2nnc(-c3ccccc3C)n2)cc1
    2%, 5
- CC1(C)C[C@H]2C3=CCC4[C@@]5(C)CC[C@H](O[C@@H]6O[C@H](C(=O)O)[C@@H](O)[C@H](O)[C@H]6O)[C@@](C)(CO)C5CC[C@@]4(C)[C@]3(C)C[C@H](O)[C@@]2(CO)[C@@H](O)[C@@H]1O (some centres not stated)
    15%, -10
- O=C(COC(=O)Cc1ccsc1)NNC(=O)c1ccccc1
    6%, 4
- CCCCn1c(N)c(N(CCOC)C(=O)CSc2nnc(-c3ccco3)n2CC)c(=O)[nH]c1=O
    6%, 11
- CS(=O)(=O)c1ccc(C(=O)OCC(=O)NC(=O)C2COc3ccccc3O2)cc1[N+](=O)[O-] (configuration not stated)
    ?, -2
- O=C(CN1C(=O)c2ccc([N+](=O)[O-])cc2C1=O)Nc1nnc(C2CC2)s1
    21%, 10
- O=C(COC(=O)COc1cccc(F)c1)NCC1CCCCC1
    ?, 2
- O=C(COC(=O)CC1CC2CCC1C2)NCc1ccc(F)cc1 (configuration not stated)
    ?, -15
- O=C(NNC(=O)c1cccc(Cl)c1)NNC(=O)c1cccc(Cl)c1
    12%, -18
- CCOC(=O)N1CCN(C(=O)COC(=O)c2cc(Cl)cc(Cl)c2)CC1
    15%, -3
- Cc1ccc(S(=O)(=O)N2CCCN(S(=O)(=O)c3ccccc3Br)CC2)cc1
    ?, -9
- CC1CN(S(=O)(=O)c2cccc(C(=O)NCCc3ccc(S(N)(=O)=O)cc3)c2)CC(C)O1 (configuration not stated)
    -21%, -2
- C[C@@H]1COC(=O)[C@H](CC(=O)OC(C)(C)C)C/C=C\C[C@H](CC(=O)NCCO)C(=O)N1
    20%, -6
- COc1cc(/C=C/C(=O)Nc2ccc(OC)c(S(=O)(=O)N3CCOCC3)c2)ccc1OCC#N
    ?, 3
- CCc1sc(C(=O)N2CCN(C(=O)c3ccccc3)CC2)cc1C
    -1%, -6
- CCN1CCN(CC(=O)Nc2cc(S(=O)(=O)N3CCCCC3)ccc2Cl)CC1
    -12%, -6
- O=C(c1ccco1)N1CCN(C(=O)c2ccccc2OCc2ccccc2)CC1
    2%, 24
- O=C(COc1cccnc1[N+](=O)[O-])Nc1ccc(Cl)cc1F
    ?, 25
- O=C(N[C@@H]1C/C=C\C[C@H](CC(=O)N(CCO)Cc2ccccc2)C(=O)NC[C@@H](c2ccccc2)OC1=O)OCC1c2ccccc2-c2ccccc21
    ?, -5
- COc1ccc(S(=O)(=O)N2CCc3ccccc32)cc1C(=O)N1CCC(C)CC1
    6%, 9

# Single records, from the list above. Values in the order: ELG1 DNA repair | KCNH2 3.1 inh
# O=C(c1ccco1)N1CCN(C(=O)c2ccccc2OCc2ccccc2)CC1 is listed as 2% | 24
# O=C(COC(=O)COc1cccc(F)c1)NCC1CCCCC1 is listed as ? | 2
# CS(=O)(=O)c1ccc(C(=O)OCC(=O)NC(=O)C2COc3ccccc3O2)cc1[N+](=O)[O-] (configuration not stated) is listed as ? | -2
# Cc1ccc(NC(=O)CN(C)C(=O)Cn2nnc(-c3ccccc3C)n2)cc1 is listed as 2% | 5
# Cc1ccc(S(=O)(=O)N2CCCN(S(=O)(=O)c3ccccc3Br)CC2)cc1 is listed as ? | -9

# (cont.)
# The line under a structure holds: ELG1 DNA repair, KCNH2 3.1 inh
- C[C@H](CO)N1C[C@H](C)[C@@H](CN(C)S(C)(=O)=O)Oc2c(NC(=O)Cc3ccccc3)cccc2C1=O
    ?, -3
- CC[C@@]1(C(=O)OC)N[C@H](CN(C)S(=O)(=O)c2ccc(C(F)(F)F)cc2)[C@@H]2C(=O)N(C)C(=O)[C@@H]21
    4%, -7
- O=C(Oc1ccc(Cl)c(Cl)c1)C1=CC=CN2CCS(=O)(=O)N=C12
    14%, 5
- C=CC[C@H](CC(=O)NCCO)C(=O)N[C@H](COC(=O)[C@@H](CC=C)Cc1ccc(F)cc1)C(C)(C)C
    4%, 5
- COc1ccc(NC(=O)CC2CC3CCC2C3)cc1S(=O)(=O)N1CCOCC1 (configuration not stated)
    ?, -11
- C[C@@H](C(=O)OCC(=O)c1ccccc1)N1C(=O)C2CCCCC2C1=O (some centres not stated)
    0%, 12
- COc1cc(Cl)c(C)cc1NC(=O)COC(=O)C1CC1C (configuration not stated)
    -18%, 16
- COc1ccc(S(=O)(=O)N(C)C[C@H]2Oc3ccc(NS(=O)(=O)c4c(C)noc4C)cc3C(=O)N([C@H](C)CO)C[C@@H]2C)cc1
    -25%, 2
- O=C(Nc1cccc(S(=O)(=O)N2CCCC2)c1)c1ccco1
    13%, -8
- COc1cc(NC(=O)c2ccc(OCc3c(C)noc3C)c(OC)c2)cc(OC)c1
    21µM*, -6
- Cc1ccc(NC(=O)CN2CCOCC2)cc1S(=O)(=O)N1CCCCC1
    -13%, -3
- CN1CCC(N(C)C(=O)c2cccc(S(=O)(=O)N3CCc4ccccc43)c2)CC1
    ?, 17
- COc1ccc(S(=O)(=O)N(C)C[C@H]2Oc3ccc(NC(=O)Nc4ccc5c(c4)OCO5)cc3C(=O)N([C@H](C)CO)C[C@@H]2C)cc1
    -13%, -3
- N#Cc1ccccc1NC(=O)COC(=O)c1cccs1
    14%, 2
- Cc1cn([C@H]2C[C@H](O)[C@@H](COS(=O)(=O)O)O2)c(=O)[nH]c1=O
    17%, 8
- CC1CCCCC1NCC(=O)Nc1ccccc1C(=O)Nc1ccccc1 (configuration not stated)
    -2%, 8
- CC(C)(C)OC(=O)NCc1ccc(NC(=O)c2nc[nH]c2C(=O)NCCCCNC(=O)c2[nH]cnc2C(=O)Nc2ccc(CNC(=O)OC(C)(C)C)cc2)cc1
    0.92µM*, 29
- Cc1cccc(C(=O)OCC(=O)NC(C)C2CC3CCC2C3)c1O (configuration not stated)
    0%, -10
- O=C(NC(=S)NCc1ccco1)c1ccc([N+](=O)[O-])cc1
    -1%, 5
- O=C(Nc1cccc(S(=O)(=O)N2CCCCC2)c1)C1COc2ccccc2O1 (configuration not stated)
    ?, 4
- COc1cc(OC)cc(-c2c(-c3cccs3)c3cc(-c4cc(OC)c(OC)c(OC)c4)ccc3n2C)c1
    ?, -37
- CCOc1cc(N2CCOCC2)c(OCC)cc1NC(=O)COC(=O)c1ccc(Cl)nc1
    12%, 4
- COc1ccccc1CN(C)C(=O)COC(=O)c1c(C)noc1C
    -1%, -12
- CC(C)(C)OC(=O)C[C@H]1C/C=C\C[C@@H](CC(=O)N[C@@H](CO)Cc2ccccc2)C(=O)NC[C@H](c2ccccc2)OC1=O
    ?, 6
- COc1ccccc1NS(=O)(=O)c1ccc(C)c(C(=O)Nc2cc(C)on2)c1
    ?, -16
- Cc1ccc(NC(=O)c2ncn(CC(=O)NCc3ccc4[nH]ccc4c3)n2)cc1C
    ?, -30
- Cc1ccc([C@H]2C(C(=O)O)=C[C@@H](C(C)(C)C)N2S(=O)(=O)c2ccc(C)cc2)cc1
    16%, -9
- COc1cc(C(C)=O)ccc1OCC(=O)NC(=O)Nc1ccc(C)cc1C
    11%, -1
- C[C@H](CO)N1C[C@H](C)[C@@H](CN(C)Cc2ccncc2)Oc2c(NC(=O)Cc3ccccc3)cccc2C1=O
    -12%, ?
- CCN(CC(=O)NCc1cccs1)C(=O)CCOc1ccccc1
    1%, -9

# Arranged by formula weight (rising): 4 of the compounds above
# The line under a structure holds: ELG1 DNA repair, KCNH2 3.1 inh
- COc1ccccc1CN(C)C(=O)COC(=O)c1c(C)noc1C
    -1%, -12
- Cc1ccc(NC(=O)CN2CCOCC2)cc1S(=O)(=O)N1CCCCC1
    -13%, -3
- CC(C)(C)OC(=O)C[C@H]1C/C=C\C[C@@H](CC(=O)N[C@@H](CO)Cc2ccccc2)C(=O)NC[C@H](c2ccccc2)OC1=O
    ?, 6
- COc1ccc(S(=O)(=O)N(C)C[C@H]2Oc3ccc(NS(=O)(=O)c4c(C)noc4C)cc3C(=O)N([C@H](C)CO)C[C@@H]2C)cc1
    -25%, 2

# Some values from the results shown:
# KCNH2 3.1 inh result of COc1ccccc1NS(=O)(=O)c1ccc(C)c(C(=O)Nc2cc(C)on2)c1 reads -16
# KCNH2 3.1 inh result of O=C(Nc1cccc(S(=O)(=O)N2CCCCC2)c1)C1COc2ccccc2O1 (configuration not stated) reads 4

# Next records:
# The line under a structure holds: ELG1 DNA repair, KCNH2 3.1 inh
- CCOC(=O)C1CCN(C(=O)COC(=O)CNC(=O)c2ccc(C(C)(C)C)cc2)CC1
    5%, 11
- N#Cc1ccccc1OCC(=O)NNC(=O)CNC(=O)c1ccc(Br)o1
    6%, 23
- CN(Cc1ccccc1)S(=O)(=O)c1ccc(Cl)c(C(=O)N2CCC(C(N)=O)CC2)c1
    -19%, 27
- Cc1nc(SCC(=O)NC2CCCCC2C)nc(C)c1C (configuration not stated)
    4%, -6
- CCN(C[C@H]1N[C@@](C)(C(=O)OC)[C@H]2C(=O)N(C)C(=O)[C@@H]12)C(=O)Nc1ccccc1
    21%, ?
- Cc1ccccc1C(C)NS(=O)(=O)c1ccc2c(c1)OCCO2 (configuration not stated)
    -17%, -10
- COc1ccc(C2=CCN3CCCCC3C2)c(-c2ccc(OC)c(OC)c2)c1 (configuration not stated)
    ?, -8
- C=CC[C@@H](CC(=O)N[C@H](CO)Cc1ccccc1)C(=O)N[C@@H](C)COC(=O)[C@@H](CC=C)CC(=O)OC(C)(C)C
    -7%, 9
- C[C@H](CO)N1C[C@H](C)[C@@H](CN(C)S(=O)(=O)c2ccccc2)Oc2ccc(NC(=O)c3ccncc3)cc2C1=O
    -7%, -1
- COc1cc(C)ccc1OCC(=O)OCC(=O)NCC1CCCCC1
    9%, -18
- CC1CN(S(=O)(=O)c2cc(C(=O)N3CCCCC3C)ccc2Cl)CC(C)O1 (configuration not stated)
    ?, -8
- CN(C(=O)c1ccc(F)cc1)c1ccc(OCC(=O)Nc2ccccc2C(=O)O)cc1
    ?, 17
- O=C(CCCOc1ccccc1)Nc1cccc(S(=O)(=O)N2CCOCC2)c1
    ?, 0
- CCc1ccc(Nc2nnc(SC(C)C(=O)NC3CC3)s2)cc1 (configuration not stated)
    ?, 10
- O=C(OCC(=O)N1CCN(c2ccc(F)cc2)CC1)c1cnc2ccccc2n1
    ?, 15
- CCN(c1ccccc1)S(=O)(=O)c1ccc(OC)c(NC(=O)c2ccc(=O)[nH]c2)c1
    14%, -17
- CC1CCCC(C)N1C(=O)COC(=O)CN1C(=O)c2ccccc2C1=O (configuration not stated)
    -14%, 7
- CCCCN1C(=O)c2ccc(C(=O)N(C)CC(=O)Nc3ccc(OCC)c(OCC)c3)cc2C1=O
    -3%, 4
- CC(=O)C(CC(=O)N1CCCC1)C(=O)Nc1ccc(Cl)cc1 (configuration not stated)
    16%, -1
- O=C(Cc1ccccc1)N[C@@H]1c2ccccc2CC[C@@H]1OCc1ccccc1
    ?, -9
- O=C(NC(=S)Nc1ccccc1CO)C1CCCCC1
    ?, 17
- O=c1c2c(O)cc(O)cc2oc2c(O)ccc(O[C@H]3O[C@@H](CO)[C@H](O)[C@@H](O)[C@@H]3O)c12
    0%, -9
- O=C(Cc1ccccc1F)Nc1ccc(S(=O)(=O)N2CCCC2)cc1
    1%, 1
- Cc1noc(C)c1NC(=O)Nc1cccc2c1O[C@H](CN(C)C(=O)NC(C)C)[C@@H](C)CN([C@H](C)CO)C2=O
    22%, 14
- Cc1ccc(C(=O)COC(=O)COc2ccccc2O)cc1C
    ?, 1
- CN(C)S(=O)(=O)c1ccc(C(=O)NC(=O)CSc2nnnn2C)cc1
    4%, 0
- O=C(NNC(=O)c1ccccc1F)c1ccc(S(=O)(=O)N2CCCC2)cc1
    1%, 7
- COc1ccc2[nH]c3c(c2c1)CCN1C(=O)C(CC(=O)NCc2cccc(C(F)(F)F)c2)C[C@H](C(=O)N2CCOCC2)[C@@]31C (some centres not stated)
    8%, -2
- CN(C)S(=O)(=O)c1cccc(NC(=O)CCNC(=O)Nc2ccccc2)c1
    -17%, 6
- Cc1ccc(S(=O)(=O)N(C)CC(=O)NNC(=O)CCC(=O)c2ccc(F)cc2)cc1
    22%, -3

# Only part of the results is shown; the hit share may differ from the screen's.
